Screening data (PubChem BioAssay)
HADH2 inhib: qHTS Assay for Inhibitors of HADH2 (Hydroxyacyl-Coenzyme A Dehydrogenase, Type II) | 3-hydroxyacyl-CoA dehydrogenase type-2 (Homo sapiens), Q99714 | recombinant HADH2, NADH fluorescence, beta-hydroxybutyryl-CoA | Potency, µM (doses to about 57.1 µM), for the others: top-dose activity change, negative = inhibition, usual class: inhibitors | hit rate 3.4% among 73,000; also: potency is read from the fitted curve at half-maximal effect; % is scaled to controls: 0 for no effect and ±100 for the full control effect; nearly all actives have a fitted effect of over 60% in size; many of its hits are not listed in these tables
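Activity measured as NADH fluorescence gain (360/450 nm), taken as the change between first and last reads of a 4-min kinetic run. Conditions: pH 9.0 Tris buffer, 20 nM E. coli-expressed His-tagged enzyme, 1 mM NAD+, 90 uM beta-hydroxybutyryl-CoA; 15-min compound preincubation.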
HEK293 cAMP cs: qHTS Assay for Agonists of the Thyroid Stimulating Hormone Receptor: Activators of Intracellular cAMP Concentrations in Parental HEK 293 | parental HEK293 CNG cAMP sensor, membrane potential fluorescence | hit rate 2.5% among 73,000 | Potency, µM (titrated, usually from 57.1 µM), for the others: at the top dose activation, most hits filed as activators; also: potency is read from the fitted curve at half-maximal effect; % of control where 0% means no effect; nearly all actives have a fitted effect of over 55% in size
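Counterscreen for endogenous-receptor signalling: CNG-channel HEK 293 cells report cAMP rise by membrane depolarization. After 60 min dye equilibration with 100 uM RO 20-1724, compounds incubated 30 min before bottom-read fluorescence at 590 nm.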
Tau filament bind: qHTS Assay for Tau Filament Binding; Microtubule-associated protein tau (Homo sapiens), P10636; recombinant tau filaments, thioflavin S fluorescence, 15 h; filaments grown with octadecylsulfate alongside compound; Potency, µM (series often up to 57.1 µM), inactives show top-dose activity change, negative = inhibition; hit rate 2% among 71,000; AID 596, 2007;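 also: potency is read from the fitted curve at half-maximal effect; % is scaled to controls: 0 for no effect and ±100 for the full control effect; actives lower thioflavin S fluorescence by blocking filaments or displacing dye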
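Read-out: ThS fluorescence, 450 nm excitation/510 nm emission; lower signal marks blocked filament formation or displaced dye. Tau at 1 uM with 30 uM ODS, 10 uM ThS, 5 mM DTT, 100 mM NaCl, 10 mM HEPES pH 7.4; 15 h, 37 C.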
Fluorescein autfl: qHTS Assay for Spectroscopic Profiling in Fluorescein Spectral Region | Compound autofluorescence, 480/540 nm, fluorescein-equivalent; active compounds read high | max fluorescein-equivalent concentration, M | hit rate 0.91% among 59,000; in the data active = max fluorescein-equivalent concentration above about 10 nM; inconclusive = between about 1.1 nM and that limit
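Spectral profiling of library compounds in the fluorescein window (480 nm excitation, 540 nm emission) after 15 min at room temperature in pH 8.0 Tris (100 mM). Values are dye-equivalent concentrations.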
TexasRed autofl: qHTS Assay for Spectroscopic Profiling in Texas Red Spectral Region | Compound fluorescence, Texas Red channel, 547/618 nm; active compounds read high | max dye-equivalent concentration, M | hit rate 0.06% among 59,000; in the data active = max dye-equivalent concentration above about 10 nM; inconclusive = between about 1.1 nM and that limit
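Texas Red-region profiling: compounds in 100 mM Tris pH 8.0 were read at 547/618 nm after 15 min at room temperature. Intensities were normalized against a six-point Texas Red standard series to give dye-equivalent concentration.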
USP2a inhib: qHTS Assay for Inhibitors of Ubiquitin-specific Protease USP2a; Ubiquitin carboxyl-terminal hydrolase 2 (Homo sapiens), O75604; USP2a enzymatic assay, qHTS inhibition; Potency, µM (highest dose often 38.3 µM), without a hit: top-dose activity change, negative = inhibition, most hits filed as inhibitors; hit rate 0.1% among 60,000; AID 927, 2007;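 also: potency is read from the fitted curve at half-maximal effect; nearly all actives have a fitted effect of over 60% in size; plate controls were DMSO for no effect and NEM full inhibition control for full effect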
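Inhibition is measured in a cell-free coupled assay with 20 nM USP2 core, 20 nM Ub-PLA2 and 20 uM NBD C6-HPC, 2.5 h incubation. Activity normalized to NEM control.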
Casp1 inh: qHTS Assay for Allosteric/Competitive Inhibitors of Caspase-1 | hit rate 0.03% among 75,000 | P29466 | Potency, µM (series often up to 57.5 µM), for the others: top-dose activity change, negative = inhibition, most hits filed as inhibitors | Caspase-1 enzyme, Ac-WEHD-AFC fluorogenic rate;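 also: potency is read from the fitted curve at half-maximal effect; plate controls were vehicle for no effect and no substrate for full effect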
Caspase-7 inhib: qHTS Assay for Allosteric/Competitive Inhibitors of Caspase-7. P55210. recombinant caspase-7, Ac-DEVD-AFC fluorescence rate. Potency, µM (highest dose often 57.5 µM), for the others: at the top dose activity change, negative = inhibition, usual class: inhibitors. hit rate 0.02% among 75,000; active = well fitted inhibition curve with a large enough effect in the main read-out, with a control signal flat, not every such curve was filed as active; inconclusive = small, poorly fitted or top-dose-only effect, or a change in a side signal; also: potency is read from the fitted curve at half-maximal effect; % of control where 0% means no effect
Luciferase inh: qHTS Assay for Inhibitors of Firefly Luciferase; Luciferin 4-monooxygenase (Photinus pyralis), P08659; purified firefly luciferase, luminescence, 8 min; Potency, µM (doses to about 57.1 µM), without a hit: top-dose activity change, negative = inhibition, actives largely listed as inhibitors; hit rate 2.2% among 72,000; AID 411, 2009; also: potency is read from the fitted curve at half-maximal effect; % is scaled to controls: 0 for no effect and ±100 for the full control effect; nearly all actives have a fitted effect of over 40% in size
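Firefly luciferase (PKLight detection mix) with 10 uM ATP in pH 7.2 imidazole buffer (KCl, MgCl2, Tween 20, BSA). Compounds tested across a concentration series (qHTS). Luminescence read after 8 min at ambient temperature.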
Rhodamine autofl: qHTS Assay for Spectroscopic Profiling in Rhodamine Spectral Region; Rhodamine-region fluorescence, 547/598 nm, Tris buffer; active compounds read high; max dye-equivalent concentration, M; hit rate 0.05% among 59,000; in the data active = max dye-equivalent concentration above about 11 nM; inconclusive = between about 1.1 nM and that limit
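Intrinsic compound fluorescence, ex 547 / em 598 nm, CCD imager. Tris 100 mM pH 8.0; 15 min RT. Output = rhodamine dye-equivalent concentration at each compound concentration.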
ERK AVP block: qHTS Assay for Inhibitors of the ERK Signaling Pathway using a Homogeneous Screening Assay; HEK293-V1b, vasopressin-stimulated pERK AlphaScreen; Potency, µM (titrated, usually from 57.5 µM), for the others: at the top dose activity, negative = inhibition, most hits filed as inhibitors; hit rate 0.99% among 72,000; also: potency is read from the fitted curve at half-maximal effect; % is scaled to controls: 0 for no effect and ±100 for the full control effect; nearly all actives have a fitted effect of over 55% in size
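Overnight-seeded V1b-HEK293 cells in 1% FBS got compound, then vasopressin (25 nM final, 5 min, 37C), then lysis buffer. AlphaScreen detection of phospho-ERK; activity normalized to basal and full-stimulation controls.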
* marks the source's active call; other numbers are inactive results; i = inactive; ? = inconclusive; · = no result given; [ ] = dose if it differs, or a comment. Unless noted, calls follow the shape of the dose curve; as a rule, active = well fitted curve in the direction sought with a large enough effect; inconclusive = small, poorly fitted or top-dose-only effect, or another doubt; inactive = no such curve, though single readings can be large; an effect the other way counts as inactive or inconclusive. Not all compounds are listed, so the mix of outcomes need not match the whole.

SMILES	HADH2 inhib	HEK293 cAMP cs	Tau filament bind	Fluorescein autfl	TexasRed autofl	USP2a inhib	Casp1 inh	Caspase-7 inhib	Luciferase inh	Rhodamine autofl	ERK AVP block
O=C(O)CCn1c(=O)c2ccccc2c2ccccc2c1=O	-6%	3%	-7%	i	i	-2%	-2%	0%	3%	i	6%
Fc1ccc2nc3n(c2c1F)CCCCCC3	-1%	9%	4%	i	i	0%	-2%	-1%	0%	i	-4%
CCOP1(=O)C=C(C(C)(C)C)OC1c1ccc(F)cc1 (configuration not stated)	4%	0%	-6%	i	i	6%	-1%	0%	-1%	i	-6%
NC(=O)C1(N2CCCCC2)CCN(Cc2ccccc2Cl)CC1	8%	13%	-13%	i	i	9%	-1%	0%	-1%	i	-20%
CN(C)CCNC(=O)Cn1nc(-c2ccc(Cl)cc2)ccc1=O	2%	18%	-22%	i	?	0%	-10%	-4%	-3%	i	13%
Cc1cccc2cc(CN(CCCN3CCOCC3)Cc3nnnn3C(C)(C)C)c(=O)[nH]c12	-5%	9%	-6%	?	i	6%	-3%	0%	-3%	i	2%
O=C(N1CCC(O)(c2cccnc2)CC1)C12CC3CC(CC(C3)C1)C2	24%	-2%	-9%	i	i	·	-1%	5%	-1%	i	-4%
Cn1nnc(C(O)CN2CCOCC2)n1 (configuration not stated)	3%	-9%	-7%	i	i	2%	2%	1%	2%	i	-13%
Cc1ccc(C)c(C(=O)CCC(=O)Nc2cccnc2)c1	14%	11%	2%	?	i	5%	1%	0%	3%	i	-18%
COc1cc(OC)c(C(=O)NC2CCCCCC2)cc1OC	-2%	18%	1%	i	i	0%	0%	-2%	-1%	i	-21%
OCCNc1nc(C2CC2)nc2c1nnn2Cc1ccccc1Cl	5%	21%	11%	i	i	9%	-3%	-20%	3%	i	?
Cc1cc(C(F)F)n2nc(C(=O)Nc3ccc(F)cc3F)nc2n1	0%	11%	-8%	i	i	2%	-1%	0%	-1%	i	-25%
N#Cc1cccc(-n2nnnc2-c2ccccn2)c1	3%	?	-2%	i	i	-4%	-3%	1%	-1%	i	-7%
CCOC(=O)CNC(=O)Cn1cnc2c(nnn2-c2ccc(C)cc2)c1=O	7%	20%[2.29 µM]	2%	i	i	1%	1%	-2%	1%	i	12%
COc1ccc(S(=O)(=O)N2CCC(C(=O)NCCc3ccc4c(c3)OCO4)CC2)cc1	10%	?	-6%	i	i	6%	1%	1%	4%	i	-5%
CCC(C(=O)NC1CCCC1)N(Cc1ccc2c(c1)OCO2)C(=O)c1snc(C(N)=O)c1N (configuration not stated)	3%	?	-14%	i	i	16%	?	-13%	2%	i	-5%
COc1ccc(S(=O)(=O)NCCCN2CCOCC2)c2ccccc12	-5%	20%	2%	?	?	-9%	-1%	-1%[0.00368 µM]	2%	i	6%
Cc1ccc(-c2nc3nc4ccccc4nc3n2Cc2ccco2)cc1	?	25µM*	16µM*	?	i	39%[activator]	0%	1%	10µM*	i	-6%
COc1ccccc1-c1cncnc1Nc1ccc(F)cc1	-21%	-13%	-1%	?	i	-7%	-1%	1%	1%[2.29 µM]	i	16%
Cc1ccc(Cn2nnc3c(=O)n(CC(=O)NCc4ccco4)cnc32)cc1	1%	8%	12%	i	i	8%	0%	0%	1%	i	0%
O=C1c2oc3ccccc3c(=O)c2C(c2ccccn2)N1Cc1ccccc1 (configuration not stated)	1%	4%	-6%	?	i	-3%	3%	-1%	2%	i	-18%
COc1cccc(-c2nc(CS(=O)(=O)CC(=O)NCc3ccccc3OC)c(C)o2)c1	-5%	?	20%	·	·	·	-2%	-5%	4%	·	-15%
CC(=O)NCc1nc2ccccc2n1Cc1ccccc1F	11%	-6%	1%	i	?	2%	2%	0%	0%	i	2%
CCCCCCc1ccc(-c2ncc(N)cn2)cc1	-18%	-2%	25µM*	·	·	?	-11%	-10%	-16%	·	28%
CCOC(=O)c1ccc(Cn2c(-c3ccccc3)nnc2-c2ccccc2)o1	-1%	?	-2%	i	i	-8%	-3%	-4%	-4%	i	6%

Reformatted field by field: part of the list above.
COc1ccc(S(=O)(=O)N2CCC(C(=O)NCCc3ccc4c(c3)OCO4)CC2)cc1
  HADH2 inhib = 10%; HEK293 cAMP cs = ?; Tau filament bind = -6%; Fluorescein autfl = i; TexasRed autofl = i; USP2a inhib = 6%; Casp1 inh = 1%; Caspase-7 inhib = 1%; Luciferase inh = 4%; Rhodamine autofl = i; ERK AVP block = -5%

CCC(C(=O)NC1CCCC1)N(Cc1ccc2c(c1)OCO2)C(=O)c1snc(C(N)=O)c1N (configuration not stated)
  HADH2 inhib = 3%; HEK293 cAMP cs = ?; Tau filament bind = -14%; Fluorescein autfl = i; TexasRed autofl = i; USP2a inhib = 16%; Casp1 inh = ?; Caspase-7 inhib = -13%; Luciferase inh = 2%; Rhodamine autofl = i; ERK AVP block = -5%

COc1ccc(S(=O)(=O)NCCCN2CCOCC2)c2ccccc12
  HADH2 inhib = -5%; HEK293 cAMP cs = 20%; Tau filament bind = 2%; Fluorescein autfl = ?; TexasRed autofl = ?; USP2a inhib = -9%; Casp1 inh = -1%; Caspase-7 inhib = -1%[0.00368 µM]; Luciferase inh = 2%; Rhodamine autofl = i; ERK AVP block = 6%

Cc1ccc(-c2nc3nc4ccccc4nc3n2Cc2ccco2)cc1
  HADH2 inhib = ?; HEK293 cAMP cs = 25µM*; Tau filament bind = 16µM*; Fluorescein autfl = ?; TexasRed autofl = i; USP2a inhib = 39%[activator]; Casp1 inh = 0%; Caspase-7 inhib = 1%; Luciferase inh = 10µM*; Rhodamine autofl = i; ERK AVP block = -6%

Additional structures.
SMILES	HADH2 inhib	HEK293 cAMP cs	Tau filament bind	Fluorescein autfl	TexasRed autofl	USP2a inhib	Casp1 inh	Caspase-7 inhib	Luciferase inh	Rhodamine autofl	ERK AVP block
CSc1ncccc1C(=O)OCC(=O)NC1CCS(=O)(=O)C1 (configuration not stated)	-10%	11%	4%	?	i	2%	1%	2%	-18%	i	13%
O=C(O)CNS(=O)(=O)c1ccc(Br)s1	9%	10%	-6%	i	?	-5%	2%	-1%	-1%	i	-7%
Cc1ccc(/C=C/C2=Cc3c(sc(NC(=O)CSc4n[nH]c(N)n4)c3C#N)C(C)(C)C2)o1	20µM*	-6%	64%	1.2e-07M*	5.9e-08M*	?	?	?	-16%	2.8e-08M*	-9%
COc1ccccc1C1(CC(=O)O)CCOC(C)(C)C1 (configuration not stated)	7%[11.4 µM]	9%[11.4 µM]	7%[11.4 µM]	·	·	2%[7.66 µM]	-1%	0%	-2%	·	-8%
COc1cc(OC)cc(C(=O)N2CCN(c3ccccc3F)CC2)c1	-1%	-4%	3%	?	?	-2%	0%	7%	3%	i	13%
CC1CCN(c2c(NCc3ccc(C(=O)N4c5ccccc5CC4C)cc3)c(=O)c2=O)CC1 (configuration not stated)	9%	-6%	15%	·	·	·	-5%	-8%	-5%	·	-24%
Cc1nn2c(-c3cccc(NC(=O)c4ccco4)c3)nnc2c2ccccc12	3%	4%	19%	i	?	-1%	-1%	0%	1%	i	-9%
CCOC(=O)C1=C(N)OC2=C(C(=O)CCC2)C1c1ccc(C)s1 (configuration not stated)	-6%	?	-10%	·	·	3%	1%	-1%	1%	·	12%
O=C1c2ccccc2C(=O)N1CSc1ncccn1	-5%	11%	3%	·	·	-4%	0%	0%	-16%	·	?
COc1ccccc1NC(=O)N1CCCC1C(=O)NC12CC3CC(CC(C3)C1)C2 (configuration not stated)	8%	10%	3%	i	i	12%	-1%	-2%	2%	i	7%
Cc1ccc(CNC(=O)c2cccc(OCc3c(C)noc3C)c2)cc1	1%	?	14%	i	i	5%	1%	-1%	5%	i	-10%
CCN1C(=O)C(C(=O)Nc2ccc(OC)cc2)C2CC1(C)Oc1ccccc12 (configuration not stated)	2%	20%	-3%	i	i	13%	-2%	0%	-1%	i	9%
CCOC(=O)CN1CC23C=CC(O2)C(C(=O)Nc2cc(OC)ccc2OC)C3C1=O (configuration not stated)	3%	8%	13µM*	·	·	·	0%	0%	3%	·	-19%
CCNS(=O)(=O)c1ccc(OC)c(C)c1	7%	2%	0%	i	i	0%	2%	0%	0%	i	-19%
COc1ccc(C2C(C(=O)N3CCCC3)CC(=O)N2c2ccc(OC)cc2)cc1 (configuration not stated)	10%	18%	0%	i	i	1%	0%	-1%	0%	i	0%
